Source: PubChem BioAssay
Apoferritin bind: candidate novel general anesthetic via apoferritin binding; 0.074% of 350,000 active; Potency, µM (titrated, usually from 77.5 µM), for the others: at the highest dose activity change, negative = displacement, actives largely listed as inhibitors; apoferritin/1-aminoanthracene competitive binding, fluorescence; AID 485281; also: potency is read from the fitted curve at half-maximal effect; % is scaled to controls: 0 for no effect and ±100 for the full control effect; nearly all actives have a fitted effect of over 20% in size
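Concentration-response curves derived by four-parameter Hill fitting of normalized fluorescence, where compounds displaced 1-AMA from 10 uM horse apoferritin following a brief 10 min room-temperature incubation; propofol titration acted as positive control.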
POLI inh: blocks human DNA polymerase iota activity. Pol iota fluorescent replication assay, 10 min. Q9UNA4. 1% of 390,000 active. AID 588590. Potency, µM (doses to about 115 µM), for inactives: top-dose activity, negative = inhibition, actives largely listed as inhibitors; also: potency is read from the fitted curve at half-maximal effect
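Pol iota at 10 nM preincubated 15 min with compounds at room temperature; reaction started with fluorescent substrate, 50 nM final. Fluorescence read kinetically at 0 and 10 min; buffer-only wells as negative control.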
TRHR ag: TRH receptor (human) agonism. TRHR cells, calcium flux fluo-8, FDSS agonist mode. activation, % at 2 µM. 0.18% of 360,000 active; in the data active = activation above about 30%; also: 0% is about no effect
Target sequence (P34981 whole entry, looked up): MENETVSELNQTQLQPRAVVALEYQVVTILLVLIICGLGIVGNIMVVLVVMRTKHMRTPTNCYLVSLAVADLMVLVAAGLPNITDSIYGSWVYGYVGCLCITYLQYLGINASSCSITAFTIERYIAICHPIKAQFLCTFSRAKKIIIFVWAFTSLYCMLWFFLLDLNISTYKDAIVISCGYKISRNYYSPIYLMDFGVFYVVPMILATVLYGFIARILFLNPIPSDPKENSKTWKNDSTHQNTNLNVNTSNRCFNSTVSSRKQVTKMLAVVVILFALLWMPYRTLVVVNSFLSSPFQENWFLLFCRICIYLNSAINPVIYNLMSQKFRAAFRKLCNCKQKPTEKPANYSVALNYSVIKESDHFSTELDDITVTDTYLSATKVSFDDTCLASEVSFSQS
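Fluo-8-loaded TRHR cells; 10 s baseline, compound added, kinetic Ca2+ fluorescence read 1/s, agonist mode.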
ERG Ets-DNA blk: ERG Ets/DNA interaction inhibition. 0.028% of 370,000 active. fluorescence polarization, His-ERG Ets domain / labelled DNA. P11308. Potency, µM (titrated, usually from 76.9 µM), without a hit: at the top dose FP activity, negative = inhibition, usual class: inhibitors. AID 624246; active = well fitted inhibition curve with a large enough effect in the polarisation, with a control signal flat; inconclusive = small, poorly fitted or top-dose-only effect, or effect the other way, or a change in a side signal; inactive = no such curve, though single readings can be large or run the other way; the % refers to the polarisation;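 also: polarization taken with two DNA probes labelled with fluorescein and Texas red; potency is read from the fitted curve at half-maximal effect; % of control where 0% means no effect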
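His-tagged ERG Ets domain (1 uM in the protein solution; 300mM KCl, 50mM Tris-HCl, 1mM EDTA, 1mM DTT, pH 7.5) received compound, then a probe mix of 5 nM fluorescein-DNA and 100nM Texas-615-DNA. Fluorescence polarization was read for both dyes.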
BLM helicase inh: Bloom syndrome helicase (human) inhibition | P54132 | recombinant BLM DNA unwinding, fluorescence dequenching | Potency, µM (doses to about 56.1 µM), for the others: at the top dose activity change, negative = inhibition, usual class: inhibitors | 0.2% of 350,000 active | AID 2528;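 also: potency is read from the fitted curve at half-maximal effect; plate controls were vehicle for no effect and no enzyme for full effect; nearly all actives have a fitted effect of over 35% in size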
Pol beta inh: blocks human DNA polymerase beta activity | Potency, µM (doses to about 114 µM), for the others: at the highest dose activity change, negative = inhibition, actives largely listed as inhibitors | P06746 | Pol beta primer extension/strand displacement, fluorescence kinetic | AID 485314 | 1.3% of 340,000 active; also: potency is read from the fitted curve at half-maximal effect; % is scaled to controls: 0 for no effect and ±100 for the full control effect
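Preincubation: enzyme (10 nM) with compound, 15 min, RT. Reaction: substrate added to 50 nM final. Reads: 0 and 10 min. Analysis: normalized, Hill fit.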
APEX1 inh: blocks human APE1 abasic DNA cleavage; AID 2517; P27695; 0.35% of 350,000 active; recombinant APE1, TAMRA/BHQ-2 abasic DNA cleavage fluorescence; Potency, µM (doses to about 65.8 µM), for the others: at the highest dose activity change, negative = inhibition, most hits filed as inhibitors;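 also: potency is read from the fitted curve at half-maximal effect; plate controls were vehicle for no effect and reference inhibitor for full effect; nearly all actives have a fitted effect of over 55% in size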
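0.75 nM APE1 + cpd, 15 min RT; start w/ 50 nM TAMRA/BHQ-2 THF-abasic dsDNA; kinetic fluor 525/598 nm ×3 reads @60 s; Δ(read3−read1); normalized to DMSO and NSC13755 control wells.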
Pol kappa inh: blocks human DNA polymerase kappa activity; Q9UBT6; purified Pol kappa, fluorescent DNA synthesis assay, 10 min; Potency, µM (series often up to 107 µM), without a hit: at the top dose activity, negative = inhibition, most hits filed as inhibitors; 0.53% of 400,000 active; also: potency is read from the fitted curve at half-maximal effect; % is scaled to controls: 0 for no effect and ±100 for the full control effect
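First, compounds were pin-transferred onto 10 nM Pol kappa. After 15 min at room temperature, substrate was added to 50 nM final. Fluorescence was then measured kinetically at 0 and 10 min.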
12-LOX inh: blocks human arachidonate 12S-lipoxygenase; P18054; purified 12hLO, xylenol orange hydroperoxide absorbance; Potency, µM (series often up to 108 µM), inactives show at the top dose activity change, negative = inhibition, most hits filed as inhibitors; 1.1% of 580,000 active; also: potency is read from the fitted curve at half-maximal effect; % is scaled to controls: 0 for no effect and ±100 for the full control effect
Target sequence (P18054 whole entry, looked up): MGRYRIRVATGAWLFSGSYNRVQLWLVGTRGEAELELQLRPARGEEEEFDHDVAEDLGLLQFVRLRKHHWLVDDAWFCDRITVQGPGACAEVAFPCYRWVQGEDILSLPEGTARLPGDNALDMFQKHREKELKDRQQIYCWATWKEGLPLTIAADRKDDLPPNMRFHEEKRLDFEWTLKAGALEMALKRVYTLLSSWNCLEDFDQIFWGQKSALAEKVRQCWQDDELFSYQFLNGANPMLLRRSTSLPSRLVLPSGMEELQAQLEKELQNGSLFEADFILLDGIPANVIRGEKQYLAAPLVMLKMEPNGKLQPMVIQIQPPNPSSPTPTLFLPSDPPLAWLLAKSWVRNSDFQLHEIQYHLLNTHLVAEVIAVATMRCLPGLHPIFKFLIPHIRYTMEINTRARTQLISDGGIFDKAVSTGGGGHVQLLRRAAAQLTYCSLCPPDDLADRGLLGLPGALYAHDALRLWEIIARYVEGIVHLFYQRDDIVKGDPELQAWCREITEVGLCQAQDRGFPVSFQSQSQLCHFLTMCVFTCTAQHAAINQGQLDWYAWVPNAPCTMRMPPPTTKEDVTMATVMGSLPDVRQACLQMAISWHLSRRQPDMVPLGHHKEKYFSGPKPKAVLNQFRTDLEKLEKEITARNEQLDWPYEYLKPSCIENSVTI
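Hydroperoxide product was detected by ferrous iron/xylenol orange as the 573 to 405 nm absorbance ratio. Arachidonic acid at 40 uM (final) was turned over for 30 min at room temperature by 150 nM human 12hLO, pH 7.0 Hepes buffer, after 15 min compound preincubation.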
Starred values were filed as active, the others as inactive; ? = inconclusive; . = no result given; & = joins results of further samples; [ ] = another dose, or the depositor's remark. Unless noted, calls follow the shape of the dose curve; as a rule, active = well fitted curve in the direction sought with a large enough effect; inconclusive = small, poorly fitted or top-dose-only effect, or another doubt; inactive = no such curve, though single readings can be large; an effect the other way counts as inactive or inconclusive.

Fields: Apoferritin bind, POLI inh, TRHR ag, ERG Ets-DNA blk, BLM helicase inh, Pol beta inh, APEX1 inh, Pol kappa inh, 12-LOX inh
> O=C(c1cccs1)N(Cc1cccnc1)c1nc2ccc(F)cc2s1
→ ?, 26%, 0.2, -2%, -2%, 9%, ., 1%[60.1 µM], -5%
> N#CCCn1c(=O)c(-c2ccc(F)cc2)nc2cnc(Oc3cccc(Cl)c3)nc21
→ ., ., ., ., 1%, ., 0%, -1%[60.1 µM], 134%[activator]
> Cc1cc(-c2c(C)[nH]n(-c3ccc(Cl)cc3)c2=O)n(-c2ccc(Cl)cc2)n1
→ -14%, 1%, -0.8, 0%, 0%, 2%, -2%, -4%, ?
> CCOC(=O)c1cn2nc(Oc3ccc(NC(C)=O)cc3)ccc2n1
→ 2%, 29%, -0.1, ?, 0%, 34%, ?, 5%, 23%
> COc1ccc(OC)c(-c2noc(N3CCN(c4cccc(C)c4C)CC3)n2)c1
→ -9%, -11%, 0.4, -6%, -17%, 1%, ., -10%, 0%
> O=S(=O)(CCc1nnc(-c2ccc(Br)cc2)o1)c1ccc(Cl)cc1
→ -1%, 1%, -0.3, -7%, -2%, 27%, 15%, -8%, 0%
> Oc1ccc(N2CCN(Cc3nc4ccccc4[nH]3)CC2)cc1
→ -8%, -20%, 0.0, -7%, -2%, 17%, 30%, -6%, ?
> COc1ccc(OCC(=O)Nc2nnc(S(=O)(=O)N3CCc4ccccc43)s2)cc1
→ -3%, 10%, 0.2, -2%, -3%, 9%, ., 6%, -16%
> COCCCNc1nnc(Cc2ccccc2)c2ccccc12
→ -6%, 11%, -1.1, -2%, 4%, 8%, -2%, -3%, -4%
> Clc1ccccc1Cc1noc(CN2CCN(Cc3ccccn3)CC2)n1
→ -20%, 82%[activator], -0.8, -5%, 1%, -8%, 2%, 3%, 4%
> COc1ccc(C(=O)NC(=S)Nc2ccc(Cl)c(C(=O)O)c2)cc1
→ -1%, 12%, 0.2, 14%, -10%, 16%, -3%, 3%, 7.1µM*
> COc1ccc(C(=O)N2CCN(c3ccccn3)CC2)cc1[N+](=O)[O-]
→ -8%, 69%[activator], 1.2, 10%, -5%, 11%, 2%, 6%, -10%
> CCOc1ccccc1C(=O)NCc1ccco1
→ -17%, ?, -0.1, -3%, -7%, -8%, -12%, -20%, 20%
> CCOc1cc2[nH]c(=O)n(Cc3ccc(C(=O)NCCCN4CCCC4=O)cc3)c(=O)c2cc1OCC
→ -15%, 15%, 0.3, 1%, -3%, -4%, 3%, -10%, -11%
> N#C/C(=C\c1ccccn1)c1ccccn1
→ 0%, 20%, 0.9, -19%, 0%, 31%, -11%, 1%, ?
> CCN(CC)S(=O)(=O)c1ccc2c(c1)N(CC(=O)NCCN1CCOCC1)C(=O)CO2
→ 1%, ?, 0.8, 10%, -1%, 42%[activator], 13%, -29%, 0%
> CC1(OC(=O)c2cccs2)C(=O)C=C2C=C(C3CC3)OC=C2C1=O (configuration not stated)
→ ., ?, ., -19%, 1%&-3%, ., -6%&-1%, -19%, ?
> COC(=O)c1c(NC(=O)c2ccccc2)sc(Cc2ccccc2)c1C
→ 10%, 9%, 0.0, -6%, 0%, 13%, -4%, -15%, -1%
> O=C(Nc1ccc2c(c1)OCCO2)c1cc(F)c(F)cc1Cl
→ -14%, 20%, 0.4, -5%, -5%, 30%, 51%[activator], -5%, 18%
> CC1(C)Cc2nc3sc4c(SCC(=O)O)ncnc4c3cc2CO1
→ -3%, 27%, 0.1, -5%, -4%, 1%, -2%, 2%, 1%
> CCOC(=O)Cc1csc(SCC(=O)NC2CCCCC2)n1
→ -6%, -17%, 0.1, 3%, -3%, 16%, 0%, 1%, 16%&-4%
> O=C(N/N=C/c1cccc(OCc2ccccc2)c1)c1cccs1
→ -21%, 21%, 0.3, 1%, -11%, ?, -7%, -4%, -6%
> Cc1c(C(=O)NNC(=O)Nc2ccc([N+](=O)[O-])cc2)oc2ccccc12
→ ?, ?, -0.1, 0%, -4%, ?, 27%, -24%, 470%[activator]
> COc1ccc(N(CC(=O)Nc2ccc(C)c(C)c2)C2=NC3CS(=O)(=O)CC3S2)cc1 (configuration not stated)
→ -12%, 17%, 0.2, 2%, 1%, 2%, -1%, -1%, 0%
> O=C1C2C3C=CC(C3)C2C(=O)N1CCCCN1C(=O)C2C3C=CC(C3)C2C1=O (configuration not stated)
→ 6%, -2%, 0.7, 9%, -1%, 6%, -7%, 7%, 3%
> COC(=O)C1=C(C)OC(N)=C(C#N)C1c1ccco1 (configuration not stated)
→ -3%, 4%, -0.1, -5%, 0%, 15%, 13%, 6%, 0%
> Cc1ccc(C)c(Nc2nn3c(=O)c4ccc(C(=O)NCc5ccccc5)cc4nc3s2)c1
→ -7%, -9%, 0.1, -5%, -19%, 0%, ., -5%, -27%
> N#Cc1ccccc1NC(=O)CSc1n[nH]c(=O)n1C1CC1
→ ., -13%, ., 9%, ., ., 24%, -16%, -4%
> O=C(CNS(=O)(=O)c1ccccc1)NCC(=O)OCc1ccccc1F
→ -5%, ?, -0.2, -5%, 3%, 11%, -3%, -2%, -19%
> Cc1ccc(SCC(=O)c2ccc(CC(=O)O)s2)cc1
→ -6%, ?, -0.9, -2%, 25µM*, 11µM*, -12%, ?, -18%

Taken from above (eight entries):
Fields: Apoferritin bind, POLI inh, TRHR ag, ERG Ets-DNA blk, BLM helicase inh, Pol beta inh, APEX1 inh, Pol kappa inh, 12-LOX inh
> O=C(c1cccs1)N(Cc1cccnc1)c1nc2ccc(F)cc2s1
→ ?, 26%, 0.2, -2%, -2%, 9%, ., 1%[60.1 µM], -5%
> N#CCCn1c(=O)c(-c2ccc(F)cc2)nc2cnc(Oc3cccc(Cl)c3)nc21
→ ., ., ., ., 1%, ., 0%, -1%[60.1 µM], 134%[activator]
> Cc1cc(-c2c(C)[nH]n(-c3ccc(Cl)cc3)c2=O)n(-c2ccc(Cl)cc2)n1
→ -14%, 1%, -0.8, 0%, 0%, 2%, -2%, -4%, ?
> CCOC(=O)c1cn2nc(Oc3ccc(NC(C)=O)cc3)ccc2n1
→ 2%, 29%, -0.1, ?, 0%, 34%, ?, 5%, 23%
> COc1ccc(OC)c(-c2noc(N3CCN(c4cccc(C)c4C)CC3)n2)c1
→ -9%, -11%, 0.4, -6%, -17%, 1%, ., -10%, 0%
> O=S(=O)(CCc1nnc(-c2ccc(Br)cc2)o1)c1ccc(Cl)cc1
→ -1%, 1%, -0.3, -7%, -2%, 27%, 15%, -8%, 0%
> Oc1ccc(N2CCN(Cc3nc4ccccc4[nH]3)CC2)cc1
→ -8%, -20%, 0.0, -7%, -2%, 17%, 30%, -6%, ?
> COc1ccc(OCC(=O)Nc2nnc(S(=O)(=O)N3CCc4ccccc43)s2)cc1
→ -3%, 10%, 0.2, -2%, -3%, 9%, ., 6%, -16%

Further entries follow.
Fields: Apoferritin bind, POLI inh, TRHR ag, ERG Ets-DNA blk, BLM helicase inh, Pol beta inh, APEX1 inh, Pol kappa inh, 12-LOX inh
> Cc1ccc2nc3c(cc(C(=O)NCCCn4ccnc4)n3C)c(=O)n2c1
→ ., 33%, 0.3, -3%, -7%, 21%, -5%, -17%, 28%
> CCOC(=O)c1cc2c(=O)n3cccc(C)c3nc2n(CC(C)C)c1=NC(=O)c1ccco1
→ 41%[activator], ?, -1.0, -3%, -10%, 47%, -2%, -5%, ?
> COC(=O)c1c(NC(=O)CSc2nnc(CNc3ccc(Cl)cc3)o2)sc(C)c1C
→ ?, -13%, 1.0, 1%, -7%, -1%, -3%, -11%, -5%
> CCCNC(=S)N(Cc1ccccc1)Cc1nc2ccccc2c(=O)[nH]1
→ -5%, -23%, -0.5, -1%, -1%, 32%, 18%, -10%, -5%
> CC(C)n1nnnc1SCC(=O)N(C)C1CCS(=O)(=O)C1 (configuration not stated)
→ ., -7%, ., -17%, ., ., 17%, 7%, -29%
> CCOC(=O)C1=C(N)Oc2cc(O)ccc2C1c1cccc([N+](=O)[O-])c1 (configuration not stated)
→ -17%, 50%[activator], 3.2, 6%, -12%, 4%, 2%, -2%, ?
> CC(=O)Nc1ccc(S(=O)(=O)N2c3ccccc3NC(=O)CC2C)c(Cl)c1 (configuration not stated)
→ 2%, 34%[activator], 0.0, -4%, 1%, 33%, 17%, -8%, 0%
> O=C(Cn1nnc(-c2ccc(Cl)cc2)n1)NC1CCS(=O)(=O)C1 (configuration not stated)
→ ., 38%[activator], 1.1, 3%, ., ., 26%, -1%, 7%
> O=C(c1cccs1)c1cn(CC(=O)N2CCc3ccccc3C2)c2ccccc12
→ -16%, 9%, 2.6, 1%, -1%, -27%, 8%, -13%, 65%[activator]
> CCc1cc(=O)oc2c(C)c(OS(C)(=O)=O)ccc12
→ ., 0%, ., -4%, ., ., ., 5%, 0%
> Cc1ccc(Oc2nc(-c3ccccn3)nc3ccccc23)cc1
→ 8%, -14%, 0.1, -1%, -8%, 16%, -9%, -10%, ?
> O=c1cc(CN2CCN(S(=O)(=O)c3cccc(Cl)c3)CC2)c2ccc(O)cc2o1
→ ., ?, ., 1%, ., ., -37%, -13%, 194%&-13%[activator]
> Cc1ccc(-c2nc(N)n(S(=O)(=O)c3ccc(C)cc3)n2)cc1
→ -7%, 110%[activator], 0.3, -5%, -3%, -5%, -4%, -8%, 0%
> CCOC(=O)NC(O)C(=O)c1cccs1 (configuration not stated)
→ -2%, 50%[activator], 1.0, 0%, 0%, 3%, -2%, -3%, 0%[57.4 µM]
> CC1=C(C(=O)OC2CCCCCC2)C(c2cccc(Cl)c2)CC(=O)N1 (configuration not stated)
→ -5%, 45%[activator], -1.5, 5%, -13%, -26%, ., 0%, 0%

A portion of the library, so the mix of outcomes need not match the whole.
